# SSB-PriA inh: K. pneumoniae PriA-SSBct interaction inhibition | inhibition, % at 33 µM | AID 1272365 | AlphaScreen SSBct-PriA binding, biotinylated peptide | hit rate 0.6% among 430,000; in the data active = inhibition mostly above about 37%, no sharp cut-off; inactive = mostly below about 20%;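 note: plate controls were negative control peptide for no effect and reference peptide for full effect; strong numbers were not always called active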
# Numbers without * were called inactive; & = joins results of further samples. Not all compounds are listed; the hit share may differ from the screen's.
item	Structure	SSB-PriA inh
1	O=C(c1ccccc1SC(F)F)N1CCCC(Cc2nc(C3CC3)no2)C1 (stereo not drawn)	-2
2	O=C(Cc1ccsc1)N1CC(N2C(=O)C3CC=CCC3C2=O)C1 (stereo not drawn)	-12
3	O=c1cc(N2CCN(c3ccccc3)CC2)[nH]c(=O)n1-c1ccccc1F	-17
4	CN(C)S(=O)(=O)Oc1ccc(Cl)c2cccnc12	-8
5	COc1cc(C(=O)Nc2ccc(CC(=O)NCc3cccs3)cc2)cc(OC)c1OC	4
6	CCCc1cc(=O)[nH]c(SCc2nc(-c3ccc(C)cc3)no2)n1	-10
7	COc1ccc(CCC(=O)NCC(c2ccsc2)N2CCCC2)cc1 (stereo not drawn)	-16
8	COc1ccc(CNC(=O)Cn2cnc3c(sc4cccc(F)c43)c2=O)cc1	-1
9	COc1ccccc1NC(=O)N1CCS[C@H]1c1ccc(F)c(Br)c1	-2
10	Cc1cc(C)c(S(=O)(=O)Cc2nc(-c3ccccc3C)no2)cc1C	-15
11	COc1ccc(Cl)cc1Nc1nnc(C(C)(C)C)c(=O)[nH]1	0
12	CCN1CCN(CC(=O)NCc2ccccc2Cl)C(=O)C1=O	-10
13	CN(C)CCCN1C(=O)C(=O)C(=C(O)c2ccc(Cl)cc2)[C@H]1c1ccccn1	-27
14	CCOc1cccc(S(=O)(=O)N=C2C=C(C(C)(C)C)C(=O)C(C(C)(C)C)=C2)c1	-6
15	COC(=O)C1=C(CS(=O)(=O)c2cc(Cl)ccc2OC)NC(=O)NC1c1ccccc1 (stereo not drawn)	3
16	O=C(CCCCCCCCC(=O)NN=Cc1ccco1)NN=Cc1ccco1	-23
17	COc1ccccc1N1CCN(S(=O)(=O)CCNC(=O)c2ccccc2F)CC1	-23
18	COc1nn(C)cc1C(=O)N1CC[C@H](Oc2ccc(N(C)C)nn2)C1	-7
19	Nc1nnn(CC(=O)NN=Cc2ccc(O)cc2)n1	-2
20	CS(=O)(=O)N1CCC(C(=O)Nc2nc(-c3ccc4c(c3)CCCC4)cs2)CC1	-11
21	O=C(N1CCCCC1)N1CCN(c2ccc([N+](=O)[O-])c3cccnc23)CC1	44
22	O=C(Nc1c2c(nn1-c1nc3ccccc3s1)CCC2)C1=COCCO1	-11
23	CCCCNC(=O)C(CC)(ONc1ccccc1C(F)(F)F)c1cccc2ccccc12 (stereo not drawn)	-13
24	COc1ccc(-c2noc(-c3cc(-c4cc(C)ccc4C)n[nH]3)n2)cc1	-11
25	O=C(N1CC(Oc2nccs2)C1)C1(c2ccccc2)CCOCC1	0
26	Cc1ccc(C)c2sc(N(C)CC(=O)N3CCc4ccccc4C3)nc12	-5
27	COc1ccc(S(=O)(=O)CCCC(=O)N(Cc2ccccc2)c2nc3ccc(F)cc3s2)cc1	5
28	O=C(Cc1ccccc1Cl)N1CCN(CC(O)C2CC2)CC1 (stereo not drawn)	-18
29	O=C(CCS(=O)(=O)c1ccccc1)NCC1CCN(c2cnccn2)CC1	-1
30	COc1ccccc1-c1coc2cc(OCc3ccc([N+](=O)[O-])cc3)ccc2c1=O	7
31	COc1ccc(NC(=O)C(=O)NCCCN2CCOCC2)cc1OC	-31
32	CCN1CCCc2cc(CCNC(=O)c3ccccc3C(F)(F)F)ccc21	59*
33	O=S(=O)(CCCOc1ccc(F)cc1)NC1CCCCC1	-27
34	O=C(O)CNC(=O)c1ccc(NC(=S)NC(=O)c2cccc([N+](=O)[O-])c2)cc1	-8
35	O=C(Cc1ccccc1)N1CCCC(c2nnc(-c3ccc4c(c3)OCO4)o2)C1 (stereo not drawn)	-7
36	Cc1ccc(SCCC(=O)NN=Cc2ccccc2O)cc1	-1
37	COc1ccc(NC(=O)C(=O)NCCCN(C)C)cc1	-16&-5
38	Cc1cc2nc(NCc3ccccn3)sc2cc1C	20
39	COC(=O)c1c(NC(=O)c2ccn(C)n2)sc2c1CC(C)(C)NC2(C)C	3
40	c1ccc(-c2nnc(-c3ccco3)c(-c3ccco3)n2)nc1	114*
41	O=C(/C=C/c1cccs1)Nc1nnc(-c2cc(Cl)sc2Cl)o1	-5
42	CO[C@@H](CNC(=O)C(=O)Nc1cc2c3c(c1)CC(=O)N3CCC2)c1ccsc1	-11
43	Cc1ccc(F)cc1S(=O)(=O)N1CCN(c2nc(N3CCOCC3)nc(-n3ccnc3)n2)CC1	1
44	O=C(CCC(=O)c1ccccc1)Nc1cnn(C[C@H]2COc3ccccc3O2)c1	3
45	CCOC(=O)CCC(=O)NNC(=O)c1cccs1	0
46	O=C(Nc1nnc(C23CC4CC(CC(C4)C2)C3)s1)c1c(Cl)c(Cl)c(Cl)c(Cl)c1Cl	-2
47	Cc1cccc(NC(=O)c2ccc3c(c2)CCCC3)n1	-45
48	O=C(NCCc1ccoc1)c1ccco1	6
49	O=S(=O)(c1ccc(Br)s1)N1CCC(c2ccc3c(c2)OCO3)C1 (stereo not drawn)	-27
50	O=C(CCc1csc(NC(=O)c2ccc[nH]c2=O)n1)Nc1ccc(F)c(Cl)c1	-2
51	O=C(CSCc1ccccc1)NCCn1ccnc1-c1ccccn1	19
52	CCN1CCc2c(sc(NC(=O)CCS(=O)(=O)c3ccc(C)cc3)c2C(N)=O)C1	0
53	CC(C)(C)c1ccc(-c2csc(NC(=O)c3cccc(N4C(=O)CCC4=O)c3)n2)cc1	-8
54	CCOC(=O)NCc1n[nH]c(=O)c2ccccc12	-4
55	O=S1(=O)CCC(NC(=S)Nc2cccc(Br)c2)C1 (stereo not drawn)	-4
56	CC(=O)N1CCc2c(sc(NC(=O)c3cc(C)no3)c2C#N)C1	-9&-4
57	Cc1ccc(CC(=O)N(CCCN2CCOCC2)c2nc3c(C)cccc3s2)cc1C	11
58	Nc1ccc(C(=O)NN=C/C=C/c2cccc([N+](=O)[O-])c2)cc1	21
59	Cn1c(C(F)(F)F)nn(CCNC(=O)c2ccc3nsnc3c2)c1=O	-4
60	Cc1cccc(C(=O)N(CCn2cccn2)c2nc3c(Cl)cccc3s2)c1	-9

# Later entries.
item	Structure	SSB-PriA inh
61	CC(=O)N1CCc2ccc(NC(=O)Cc3ccc(Cl)cc3)cc21	1
62	C(=NN1CCOCC1)c1cn(-c2ccccc2)nc1-c1ccccc1	18
63	CSC1=C(C#N)C(c2cc(Br)c(O)c(Br)c2)CC(=O)N1 (stereo not drawn)	-2
64	N#Cc1c(N=Cc2ccc(O)cc2O)sc2c1C1CCN2CC1	10
65	Cn1nc(-c2ccc(F)cc2)cc1C(=O)NCC1CCN(S(=O)(=O)C2CC2)CC1	31
66	CC(=O)N1CC(C(=O)NCCc2cccs2)C1	4
67	CCOC(=O)c1sc(NC(=O)CN2C(=O)c3ccccc3C2=O)c(SC#N)c1C	-14
68	O=C(Cn1nc(-c2ccccc2)c2sc(N3CCCC3)nc2c1=O)Nc1ccc(C(F)(F)F)cc1	-7
69	O=C1CCCCCC1=NNc1ccc(OCc2ccccc2)cc1	-5
70	CCn1ncc(C=NN=C2CCC3C4CCc5cc(O)ccc5C4CCC23C)c1C (stereo not drawn)	8
71	NC(=O)OC1CCOCC1	-10
72	CSc1cccc(NC(=O)Cc2cc(=O)[nH]c(SCc3ccccc3)n2)c1	6
73	NS(=O)(=O)c1ccc(NC(=O)CN2C(=O)N/C(=C\C=C\c3ccccc3)C2=O)cc1	0
74	Cn1cc(CC(=O)NCCn2nc(-c3cccs3)n(C3CC3)c2=O)c2ccccc21	1
75	O=C(C[n+]1ccccc1)NN=Cc1ccco1	-3
76	CC(=O)N1CCN(C(=O)C(=O)NCC[C@H](O)c2cccc3ccccc23)CC1	1
77	O=C(c1nc2ccccc2s1)N1CCc2cnc(N3CCOCC3)nc2C1	-2
78	O=C(NCC[C@H](O)c1ccoc1)c1ccccn1	-6
79	Cc1ccnc(Nc2cc(NCCNC(=O)COc3ccccc3)ncn2)c1	-19
80	O=C(NCCN1CCC(c2cccs2)CC1)C(=O)NCc1ccc2c(c1)OCO2	-4
81	O=C(NCC(c1ccsc1)N1CCCCCC1)c1cccc2ccccc12 (stereo not drawn)	7
82	C[C@H]1CCc2c(sc3ncnc(SCC(=O)Nc4ccc5c(c4)OCCO5)c23)C1	-5
83	CCOC(=O)N1CCc2c(sc(NC(=O)CS(=O)(=O)c3ccc(C)cc3)c2C(N)=O)C1	-10
84	O=C(Nc1ccc(N=Nc2ccccc2)cc1)NC12CC3CC(CC(C3)C1)C2	5
85	O=C1NCCN1C(=O)N1CCCC[C@H](c2ccc(Cl)cc2)C1	-3
86	Cc1nc(SC(C)c2ccccc2)[nH]c(=O)c1CC(=O)NCc1ccco1 (stereo not drawn)	1
87	CC(C)(C)C(C)(C)Cc1ccc(O)c(CN2CCN(c3ccccc3)CC2)c1	2
88	COc1ccc(Cl)cc1C(=O)Nn1cnc2c(cnn2C(C)(C)C)c1=O	-14
89	O=C1Nc2ccccc2C1=NN=Cc1ccc(-c2ccc([N+](=O)[O-])cc2)o1	-20
90	Cc1ccc(NC(=O)CCn2cnc3c(cnn3C(C)(C)C)c2=O)cc1F	-3

# Nothing new here: six of the compounds above.
item	Structure	SSB-PriA inh
61	CC(=O)N1CCc2ccc(NC(=O)Cc3ccc(Cl)cc3)cc21	1
62	C(=NN1CCOCC1)c1cn(-c2ccccc2)nc1-c1ccccc1	18
63	CSC1=C(C#N)C(c2cc(Br)c(O)c(Br)c2)CC(=O)N1 (stereo not drawn)	-2
64	N#Cc1c(N=Cc2ccc(O)cc2O)sc2c1C1CCN2CC1	10
65	Cn1nc(-c2ccc(F)cc2)cc1C(=O)NCC1CCN(S(=O)(=O)C2CC2)CC1	31
66	CC(=O)N1CC(C(=O)NCCc2cccs2)C1	4

# (listing goes on)
item	Structure	SSB-PriA inh
91	COC(=O)c1ccc(C(=O)OC)c(NC(=O)COc2cccc3c2OC(C)(C)C3)c1	0
92	COc1ccc(C=NNC(=O)c2c(C)nc3ccc(Br)cn23)cc1	-3
93	CC1CCN(c2nc(-c3ccccn3)nc3ccccc23)CC1	102*
94	Cc1ccc(-n2cc(C(=O)N3CCC(Cc4ccccc4)CC3)nn2)cc1C	-1
95	COC(=O)c1c(-c2ccc(C)c(C)c2)csc1NC(=O)CN1CC(C)OC(C)C1 (stereo not drawn)	8
96	CCOc1ccc(-c2cc(=O)n(CC(=O)NC(c3ccccc3)c3ccccc3)cn2)cc1	6
97	C=CCn1c(SCC(=O)c2ccc(OC)c(OC)c2)nc2scc(-c3ccc(C)o3)c2c1=O	1
98	CC1Cc2ccccc2N1C(=O)C1CCN(c2cc(-n3cncn3)ncn2)CC1 (stereo not drawn)	21
99	CC(C)Oc1ccc(Br)cc1C=NNC(N)=S	12
100	COc1ccc(OC)c(-c2ccc(=O)n(CCNC(=O)Nc3cc(C)cc(C)c3)n2)c1	13
101	CCc1ccc(S(=O)(=O)Nc2cccc(-c3ccc(N4CCOCC4)nn3)c2)s1	4
102	Cc1cc(N2CCOCC2)nc(Nc2ccc(NC(=O)c3ccc(F)cc3)cc2)n1	9
103	ON=Cc1cn(-c2ccccc2)nc1-c1cccnc1	9
104	O=C(COc1ccc(F)cc1)Nc1ccc2c(c1)CN(C(=O)C1CC1)CC2	-7
105	O=C(NN=Cc1cccc(OCc2ccccc2)c1)c1ccc(Br)cc1	6
106	O=C(Nc1ccc(Cl)c(Cl)c1)Nc1ccccc1Cc1nc(-c2cnccn2)no1	-10
107	CCCCCCCCC(=O)NN=Cc1cccc(Br)c1	-1
108	O=C(COc1ccc(F)cc1)Nc1ccc2c(c1)CCCN2C(=O)c1ccccc1	-3
109	O=C(CCc1ccccc1)NNC(=O)c1ccc(=O)n(Cc2ccc(Cl)cc2)c1	-3
110	Nc1nc(SCC(=O)c2ccc(-c3ccccc3)cc2)n[nH]1	-1
111	CC1CN(S(=O)(=O)c2ccc(C3CCCCC3)cc2)CC(C)O1 (stereo not drawn)	-14&-7
112	COc1ccc(Cl)cc1NC(=O)c1c(C(=O)O)cccc1[N+](=O)[O-]	-3
113	O=C(NCCOc1ccccc1)c1ccccc1C(=O)c1ccccc1	-7
114	COCCCN1CN(S(=O)(=O)c2ccc(OC)cc2)c2nc3ccccc3nc21	0
115	C=CCONC(CCC)=C1C(=O)C(C(=O)OC)C(C)(C)CC1=NC (stereo not drawn)	-3
116	CCn1ccc(C(=O)N=c2sc3c(OC)ccc(OC)c3n2CC(=O)OC)n1	-16
117	COc1ccccc1C=c1sc2nc(-c3ccco3)nn2c1=O	6
118	Cc1nc2cc(NC(=O)c3ccccc3Br)ccc2n1-c1ccccc1	0
119	CCn1c(=NC(=O)C(C)(C)C)sc2cc(F)ccc21	2
120	O=C(NCc1ccco1)c1n[nH]nc1Nc1ccccc1	-5&-1
121	CCOc1ccc(-c2noc(CSc3nc(C)c(CCO)c(=O)[nH]3)n2)cc1	3
122	CC(=O)c1ccc(N2CCN(C(=O)c3ccc(Oc4nccnc4N4CCC(C)CC4)cc3)CC2)cc1	0
123	Cc1cc(C)n(CCN(C(=O)c2ccc([N+](=O)[O-])s2)c2nc3ccccc3s2)n1	20
124	CCc1cc(=O)[nH]c(-n2nc(C)cc2NC(=O)c2cccc(F)c2)n1	-8
125	CC(=O)C(N=Nc1cc2c(cc1[N+](=O)[O-])OCCO2)=C(C)O	-13
126	O=C(CCc1ccccc1)NCC1CCN(C2CCCC2)CC1	-10
127	Cc1cc(C(=O)CSc2ncnc3sc4c(c23)CCC4)c(C)n1-c1ccc(F)c(Cl)c1	8
128	CCc1ccc(Nc2ccc([N+](=O)[O-])c3nonc23)cc1	79*
129	Cc1ccc(S(=O)(=O)Nc2ccc3c(c2)N(C(=O)C2CCCC2)CC3)cc1	1
130	CC(C)(C)CC(=O)NNC(=O)c1ccc(=O)n(Cc2ccc(Cl)cc2)c1	0
131	Cc1ccc(-c2c(NC(=O)C(C)C)n(-c3ccccc3)nc(C)c2=O)cc1	-17

# 3 entries already listed, sorted by heavy-atom count, low to high:
item	Structure	SSB-PriA inh
124	CCc1cc(=O)[nH]c(-n2nc(C)cc2NC(=O)c2cccc(F)c2)n1	-8
130	CC(C)(C)CC(=O)NNC(=O)c1ccc(=O)n(Cc2ccc(Cl)cc2)c1	0
122	CC(=O)c1ccc(N2CCN(C(=O)c3ccc(Oc4nccnc4N4CCC(C)CC4)cc3)CC2)cc1	0
